Screening data (PubChem BioAssay)
E coli WT exp = blocks growth of wild type E. coli BW25113; OD600 absorbance; growth inhibition, % at 100 µM; 98,000 compounds, 0.15% hits; AID 710;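 active = growth inhibition above about 50% at one test dose, limit read from the data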;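 also: growth measured after 20 h incubation at 37 °C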
S1P2 ag = S1P2 (human) receptor agonism. O95136. S1P2-expressing cell line, agonist reporter read-out. 97,000 compounds, 0.46% hits. activation, % at 4.5 µM. AID 729; in the data active = activation above about 16%;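 also: 0% = vehicle low control and 100% = maximal reference agonist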
Target sequence (O95136 whole entry, looked up): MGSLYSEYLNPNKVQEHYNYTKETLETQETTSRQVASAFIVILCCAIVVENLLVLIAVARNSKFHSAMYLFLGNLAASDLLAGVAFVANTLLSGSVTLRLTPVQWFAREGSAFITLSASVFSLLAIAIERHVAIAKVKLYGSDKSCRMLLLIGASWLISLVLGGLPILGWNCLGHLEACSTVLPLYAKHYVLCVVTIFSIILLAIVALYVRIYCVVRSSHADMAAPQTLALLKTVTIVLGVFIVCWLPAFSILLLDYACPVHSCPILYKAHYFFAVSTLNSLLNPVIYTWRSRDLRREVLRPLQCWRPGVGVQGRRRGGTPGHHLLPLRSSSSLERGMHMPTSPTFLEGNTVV
PLAP activator = human PLAP activation; P05187; purified PLAP enzyme, luminescent substrate read-out; stronger effect = higher value; activation fold at 20 µM; 96,000 compounds, 1.2% hits; in the data active = activation fold above about 2
sEH inh = soluble epoxide hydrolase (human) inhibition; P34913; recombinant human sEH enzymatic activity assay; inhibition, % at 2 µM; 91,000 compounds, 0.34% hits; AID 707; in the data active = inhibition above about 80%; also: values of inactives mirror those of a sister screen read the other way; many of its hits are not listed in these tables
Target sequence (P34913 whole entry, looked up): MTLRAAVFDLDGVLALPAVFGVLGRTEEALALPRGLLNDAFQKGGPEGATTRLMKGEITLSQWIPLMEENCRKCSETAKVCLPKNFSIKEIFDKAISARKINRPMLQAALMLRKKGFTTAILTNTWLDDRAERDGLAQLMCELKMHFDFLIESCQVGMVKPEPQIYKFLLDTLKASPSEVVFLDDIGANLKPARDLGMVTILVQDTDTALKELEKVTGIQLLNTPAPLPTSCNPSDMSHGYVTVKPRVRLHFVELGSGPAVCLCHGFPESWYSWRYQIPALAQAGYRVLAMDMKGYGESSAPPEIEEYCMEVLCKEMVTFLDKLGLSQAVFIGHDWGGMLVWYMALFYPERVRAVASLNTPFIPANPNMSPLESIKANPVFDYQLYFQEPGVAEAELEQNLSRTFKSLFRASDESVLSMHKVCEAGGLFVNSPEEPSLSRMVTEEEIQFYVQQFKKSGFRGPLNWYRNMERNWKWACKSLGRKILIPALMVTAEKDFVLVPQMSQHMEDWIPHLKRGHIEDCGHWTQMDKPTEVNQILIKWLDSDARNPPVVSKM
S1P2 blocker = S1P2 (human) receptor antagonism | cell-based S1P2 antagonist assay, inhibition at 5 uM | inhibition, % at 5 µM | 97,000 compounds, 0.21% hits | AID 736; in the data active = inhibition above about 45%;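 also: CRE beta-lactamase reporter cells expressing human S1P2 stimulated with S1P; 0% = agonist at EC80 alone and 100% = agonist plus reference antagonist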
PostGolgi yeast = growth inhibition of a yeast mutant, post-Golgi transport screen; post-Golgi transport phenotypic cell assay; inhibition, % at 10 µM; 98,000 compounds, 0.9% hits; AID 739;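 also: yeast cells grown in 1536-well plates; yeast grown about 18 h at 30C before absorbance read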
CD11b adhes inh = blocks human CD11b/CD18 adhesion to fibrinogen; 93,000 compounds, 0.54% hits; K562 CD11b/CD18 adhesion to fibrinogen, ATPlite luminescence; Mn2+ added to activate the integrin; inhibition, % at 10 µM;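 active = primary inhibition of 50% or more at 10 µM, then 40% or more on retest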; also: some results filed as inactive read as strong as hits
PostGolgi ctrl = inhibits growth of the yeast control strain. 98,000 compounds, 5% hits. AID 738. inhibition, % at 10 µM. efflux-deficient yeast background strain, growth absorbance A615, 16 h
sEH activator = increases human soluble epoxide hydrolase activity; P34913; purified human sEH enzymatic activity, activator screen; activation, % at 2 µM; 91,000 compounds, 0.04% hits; in the data active = activation above about 37%; also: values of inactives mirror those of a sister screen read the other way
Active calls of the source: *; x = no result given. Rule as the data show it, unless noted: active = inhibition above about 30%; inactive = the rest.

SMILES	E coli WT exp	S1P2 ag	PLAP activator	sEH inh	S1P2 blocker	PostGolgi yeast	CD11b adhes inh	PostGolgi ctrl	sEH activator
COc1cccc(-n2c(Cc3cc(=O)[nH]c(=O)[nH]3)nnc2SCC(=O)N2CCCC2)c1	-2	-5	1.2	8	14	4	-32	2	-6
Cc1ccc(CN(C)CCc2ccccn2)cc1	3	-1	0.7	-2	5	-4	-9	0	1
CCOc1ccc(OCC)c(NC(=O)CN(c2ccc(C)cc2)S(=O)(=O)c2c(C)noc2C)c1	-18	-8	1.5	0	0	-1	-2	5	0
CC(=O)CSc1nnc(-c2ccncc2)n1C	-8	-2	1	-10	6	4	-12	-2	12
CCOc1ccc(NC(=O)CSc2nnnn2CC(=O)O)cc1	1	-9	x	-9	-12	-12	x	10	11
COC(=O)c1cc(OC)c(OC)cc1NC(=O)c1ccoc1C	-5	-2	1	-2	-5	9	-35	7	6
COC(=O)c1cc2n3ccccc3c(C)c(-c3ccccc3)c-2c1C(=O)OC	-4	1	1.1	3	3	0	2	5	-2
CCOc1ccc2nc(NC(=O)CN3CCC(n4nnc5cc(C(F)(F)F)ccc54)CC3)sc2c1	-4	-6	1	7	14	-1	21	35*	-8
CCCCN1C2CCCC1CC(NC(=O)C1CCCCC1)C2 (stereo not drawn)	x	-2	x	10	0	x	x	x	-10
CC(Cc1ccccc1)N/C=C1/CC(=O)NC1=O (stereo not drawn)	5	-4	1.2	4	11	16	-2	7	-3
CC(=O)c1c(C)nn(CC(O)Cn2c3c(c4cc(C)ccc42)CCCC3=O)c1C (stereo not drawn)	1	-3	1.8	-4	20	4	0	8	3
Cc1ccc(C2C=C(c3ccccc3OC(F)F)Nc3ncnn32)cc1 (stereo not drawn)	-4	x	1.4	x	x	0	-18	22	x
COc1ccc(NS(=O)(=O)c2ccc3c(c2)CCC(=O)N3)c(OC)c1	-6	-4	1	-3	2	4	9	3	3
CCOC(=O)N1CCN(CC(=O)Nc2ccc(C)cc2)CC1	3	0	0.8	9	-23	10	0	-3	-7
Cc1ccc(C)c(N(CC(=O)NC2CCCC2)C(=O)c2cc3cc4cccc(C)c4nc3s2)c1	-11	-7	1.4	3	20	15	x	10	-1
COc1ccc(-c2cn3c(C)c(C(=O)NCCN4CCOCC4)sc3n2)cc1	-7	-2	1.2	-13	-18	-2	x	1	11
COC(=O)C1Sc2[nH]c(=O)sc2C(c2ccc(Cl)cc2)C1C(=O)OC (stereo not drawn)	-6	-3	1.6	x	-5	18	-9	21	x
Cc1n[nH]c(C)c1S(=O)(=O)N1CCCC(C(=O)NCc2cccs2)C1 (stereo not drawn)	4	-8	1	6	17	10	-27	4	-6
CN1CCN(/C=N/c2c(C#N)cnn2Cc2ccccc2)CC1	6	-7	1	1	4	0	10	3	0
Cn1c(=O)c2c(-c3ccccc3)n(N3CCOCC3)cc2n(C)c1=O	-3	0	1.2	-14	-6	-3	5	-4	12
CCc1noc(C)c1C(=O)Nc1ncc(C)s1	0	-2	0.9	0	-15	19	-4	-2	3
CCn1c(CNc2ccc(OC)cc2)nnc1SCC(=O)Nc1ccc(F)cc1	x	-3	x	-10	4	x	x	x	10
Cc1sc2c(=O)n3c(nc2c1C(=O)NCCCN1CCOCC1)CCCCC3	1	0	1.5	2	-13	14	-1	2	-1
COc1ccc(/C=C(/C#N)S(=O)(=O)c2ccc(C)cc2)cc1	4	-2	0.9	3	-7	5	37	9	-2
CC(C)OC(=O)C1C(=O)CC(C)(O)C(C(=O)OC(C)C)C1c1cccnc1 (stereo not drawn)	-4	-5	0.8	-14	25	-5	x	3	14
COc1ccc(OC)c2[nH]c(=O)c(CCNC(=O)c3ccc(S(=O)(=O)N(C)C)cc3)cc12	0	-9	1.3	10	-5	23	x	-3	-8
COC(=O)c1cc(NS(=O)(=O)c2ccc3c(c2)CCC(=O)N3)cc(C(=O)OC)c1	3	-6	1.2	-20	-1	9	2	-5	18
COC(=O)c1ccc(N2C(=O)c3ccc(OC)c(OC)c3C2=O)cc1	x	-6	0.8	12	11	x	-16	x	-13
Cc1sc(NC(=O)c2ccco2)c(C(c2cccnc2)N2CCCC2)c1C (stereo not drawn)	-8	-8	1.5	x	16	0	x	39*	x
COc1c(Cl)cc(Cl)cc1CNCCNCC(C)O (stereo not drawn)	1	-2	1.2	-12	16	5	1	30	12
Cc1cc(C(=O)CN2C(=O)NC(Cc3c[nH]c4ccccc34)C2=O)c(C)n1C (stereo not drawn)	-7	-5	1.4	-5	-12	4	10	-3	4
CCC1CCCCN1CCCNC(=O)C1CCC(=O)N1Cc1ccc(C)cc1 (stereo not drawn)	13	-2	1.4	-13	25	-7	0	-7	14
Cc1nc2ccc3nc(NC(=O)c4ccc(S(=O)(=O)N5CCOCC5)cc4)sc3c2s1	-7	-4	1.4	16	26	4	x	1	-14
Cc1ccc(C(C)C)c(OCCCN2CC(C)OC(C)C2)c1 (stereo not drawn)	8	-1	1.6	11	-15	83*	-23	28	-8
CCOc1ccccc1N(CC(=O)N1CCOCC1)S(=O)(=O)c1ccccc1	2	-7	1.3	4	-13	-8	-26	1	-1
c1coc(-c2nnc3n2C2(CCCC2)Cc2ccccc2-3)c1	3	-3	0.8	7	-15	-1	11	19	-6
Cc1cc(NC(=O)CSc2nc3ccccc3c(=O)n2C(C)c2ccccc2)no1 (stereo not drawn)	0	-3	0.7	-7	-10	4	-2	9	1
Cc1oc(C)c2c(=O)ccc3c(c12)OC(N)=C(C#N)C3c1ccccc1 (stereo not drawn)	-11	-12	1.1	-3	16	17	0	22	1
CCc1nnc(NC(=O)CCN2C(=O)c3ccccc3C2=O)s1	-2	-6	0.8	-11	4	-1	29	5	8
O=C(Nc1ccc2oc(-c3ccccc3)nc2c1)c1cccnc1	-5	-6	1	16	22	-10	-13	15	-14
CC(=O)NC1=NN(C(C)=O)C2(CCCCC2)S1	x	-4	x	-5	-6	x	x	x	6
O=C1C(C=NCCCN2CCCC2=O)=C(O)c2ccccc21	-8	-12	1	8	2	-10	-2	12	-7
CC1(C)CC(=O)C2=C(C1)OC(N)=C(C#N)C2Cc1ccccc1 (stereo not drawn)	11	-4	1.1	-19	-2	-1	7	15	17
CSc1nc(C)c2c(n1)N(c1cccc(C)c1)CC2	-6	2	1.2	-19	-17	0	7	15	17
Cc1ccc(S(=O)(=O)N2CCc3ccccc3C2CN2C(=O)c3ccccc3C2=O)cc1 (stereo not drawn)	-12	-8	1.5	-9	23	-4	42	26	12
COc1ccccc1NC(=O)c1nn(C)cc1Br	2	-7	1	15	-12	-6	9	36*	-12
Cc1ccc(NC(=O)C2CCCNC2=O)nc1 (stereo not drawn)	1	-3	1.2	0	-12	4	0	0	4
O=S(=O)(Nc1ccc2c(c1)oc1ccccc12)N1CCCC1	-6	-2	1	-17	8	-13	-1	47*	17
Cc1ccc(S(=O)(=O)Nc2cccc(C(=O)Nc3cc(C)ccn3)c2)cc1	-3	-2	0.9	-1	-6	23	17	7	3
COc1ccc(NC(=O)c2ccc(COc3ccccc3)o2)cc1	11	-9	1.1	43	3	-2	x	-10	-43
CC(NC(=O)c1ccccc1)C(=O)NC1=NCCS1 (stereo not drawn)	-2	-5	0.8	0	11	25	-10	4	3
CCOC(=O)N1CCN(CCC(=O)Nc2ccccc2OC)CC1	x	1	x	-7	-11	x	x	x	7
Clc1ccc(/C=N/Nc2nn[nH]n2)cc1	x	-5	x	-6	-14	x	x	x	12
CCOC(=O)N1CCN(C(=O)c2cc3c(-c4ccc(Cl)cc4)nn(C)c3s2)CC1	-3	-2	1.4	-14	0	14	-3	22	15
COc1ccc(Cn2nnnc2C(c2cccs2)N2CCSCC2)cc1 (stereo not drawn)	-15	-4	0.8	3	-13	16	5	13	-4
CCC(C(=O)N1CC2(C)CC1CC(C)(C)C2)N1C(=O)c2ccccc2C1=O (stereo not drawn)	1	-5	1.2	9	-3	-5	-2	6	-9
O=C(CCN1C(=O)c2ccccc2S1(=O)=O)Nc1nc2c(s1)CCCC2	-1	-9	1	6	4	-2	-1	10	-6
COc1ccc(OCC(=O)OCCN(C)C)cc1	-11	-5	1.1	-11	4	-1	-4	6	13
CCN(Cc1nc2ccccc2c(=O)[nH]1)Cc1nc2cc(OC)c(OC)cc2c(=O)[nH]1	-5	18*	2.2*	-10	-63	8	x	15	13
C=C(Br)Cn1c(CCC)nc2ccccc21	9	-3	0.8	-4	16	-2	-10	1	5

Following part.
SMILES	E coli WT exp	S1P2 ag	PLAP activator	sEH inh	S1P2 blocker	PostGolgi yeast	CD11b adhes inh	PostGolgi ctrl	sEH activator
CCc1cccc(NC(=O)Cn2cccc2)c1	-11	-6	1	2	-9	-3	2	10	-4
COc1ccc(NC(=O)CN2CCCN(S(=O)(=O)c3ccc(F)cc3)CC2)cc1	-6	-4	1.5	-10	9	-14	2	1	7
Cc1cc(NC(=O)CSc2nc3ccc(Cl)cc3[nH]2)no1	8	-2	2.7*	-20	-7	4	-3	14	17
CCOc1ccc(NC(=O)CN2CCN(CC(=O)c3ccc(OCC)cc3)CC2)cc1	6	-4	1.7	9	8	-2	22	9	-9
O=C(CSc1nnc(CNC(=O)c2ccco2)o1)c1ccc(Cl)cc1	-1	-6	0.9	8	-11	-5	x	-3	-8
CC(CCc1ccccc1)NS(=O)(=O)c1ccccc1 (stereo not drawn)	-9	-7	0.7	-5	17	-9	x	15	6
O=C1C(=O)N(CCN2CCCCC2)c2ccccc21	x	-4	x	16	-4	x	x	x	-11
O=C(/C=C/c1ccc(-c2ccccc2[N+](=O)[O-])o1)c1ccc(F)cc1	-7	-13	0.9	-4	-9	-1	x	26	5
CCCc1cc(=O)[nH]c(/N=C(\N)Nc2ccccc2)n1	1	-3	1	-13	-10	-2	-22	6	13
COc1cccc2cc(NC(=O)C3CCCCC3)c(=O)oc12	-9	-4	0.9	1	11	0	2	6	-4
Cc1nn(CC(=O)O)c(C)c1C	-7	-3	1	2	16	-6	56	15	1
CC1(c2ccccc2)NC(=O)N(CC(=O)NC(=O)NCc2ccco2)C1=O (stereo not drawn)	-3	-6	1.1	-1	-1	0	12	3	5
Cc1sc2ncnc(NCCN3CCOCC3)c2c1C	3	-7	1.2	-1	3	8	5	8	1
N#Cc1c(NC(=O)C2CC(c3ccccc3Cl)=NO2)sc2c1CCC2 (stereo not drawn)	-1	-5	1.1	12	-6	-1	x	14	-12
CC1CCN(C(=O)Cn2c(SCC(=O)Nc3nccs3)nc3ccccc32)CC1	4	-1	1.1	-2	2	7	16	9	2
Cc1cc(C)nc(N2CCC(C(=O)NCCc3ccccc3)CC2)n1	-6	-7	1	37	15	-6	-24	-3	-38
Cc1ccc(-n2[nH]c(C)c(/C=C3/C=Nc4ccccc43)c2=O)cc1C	x	-6	x	6	6	x	x	x	-5
O=C(Nc1ccc(Cl)cc1)c1ccncc1	11	0	0.8	6	-3	16	2	6	-5
CC1CCN(CCCn2c(=S)[nH]c3ccc(N4CCOCC4)cc3c2=O)CC1	-1	-8	1.3	6	7	2	x	0	-6

PostGolgi ctrl, what is marked active above.
| Molecule | S1P2 ag | PLAP activator | sEH inh | S1P2 blocker | CD11b adhes inh | PostGolgi ctrl | sEH activator |
| --- | --- | --- | --- | --- | --- | --- | --- |
| CCOc1ccc2nc(NC(=O)CN3CCC(n4nnc5cc(C(F)(F)F)ccc54)CC3)sc2c1 | -6 | 1 | 7 | 14 | 21 | 35* | -8 |
| Cc1sc(NC(=O)c2ccco2)c(C(c2cccnc2)N2CCCC2)c1C (stereo not drawn) | -8 | 1.5 | x | 16 | x | 39* | x |
| COc1ccccc1NC(=O)c1nn(C)cc1Br | -7 | 1 | 15 | -12 | 9 | 36* | -12 |
| O=S(=O)(Nc1ccc2c(c1)oc1ccccc12)N1CCCC1 | -2 | 1 | -17 | 8 | -1 | 47* | 17 |

Complete entries, looked up by structure.
O=C(/C=C/c1ccc(-c2ccccc2[N+](=O)[O-])o1)c1ccc(F)cc1 as listed: E coli WT exp: -7; S1P2 ag: -13; PLAP activator: 0.9; sEH inh: -4; S1P2 blocker: -9; PostGolgi yeast: -1; CD11b adhes inh: x; PostGolgi ctrl: 26; sEH activator: 5
CC1CCN(CCCn2c(=S)[nH]c3ccc(N4CCOCC4)cc3c2=O)CC1 as listed: E coli WT exp: -1; S1P2 ag: -8; PLAP activator: 1.3; sEH inh: 6; S1P2 blocker: 7; PostGolgi yeast: 2; CD11b adhes inh: x; PostGolgi ctrl: 0; sEH activator: -6

No enrichment for hits (roughly 7.1% active in at least one column).
